Bioassay records from PubChem.
Yfh1-depleted yeast – enhancers of respiration in Yfh1-depleted yeast, dose response, Friedreich's ataxia, plus single-dose screen (AID 1465) | S. cerevisiae Yfh1-off respiration, WST-1 reduction, 72 h; higher fold induction means a stronger effect | one-dose fold induction at 50 µM; EC50 in µM for titrated hits | hit rate 0.074% among 220,000;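 active = fold induction of absorbance versus untreated yeast above a set limit, then at least 30% activation at any dose in follow-up; inconclusive = repeats straddling the limit, or above it without dose testing; inactive = fold induction below the set limit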;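 note: activators that raise dye reduction in frataxin-depleted yeast; strong numbers were not always called active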
RSV antiviral HEp-2 – RSV antiviral activity via CPE protection, HEp-2 cells, primary 10 µM value included (AID 2391) | CPE inhibition, % at 10 µM; hits with a dose series show IC50 in µM | HEp-2 cells, RSV-induced CPE inhibition; higher % means a stronger effect | hit rate 0.13% among 310,000; in the data active = a potency from the dose series; inconclusive = CPE inhibition mostly from about 23% at the one dose, without a potency; inactive = the rest, 99 in 100 with CPE inhibition below about 21%; note: strong numbers were not always called active
XIAP displacement – XIAP antagonists, biochemical, IAP family, fluorescence polarization (AID 1018); E3 ubiquitin-protein ligase XIAP (Homo sapiens); XIAP BIR domain, fluorescence polarization peptide displacement; higher % means a stronger effect; displacement, % at 20 µM; hits with a dose series show IC50 in µM; hit rate 0.007% among 200,000; in the data active = displacement above about 50%; note: a part of the inactive calls stands beside numbers as strong as those of hits
SV40 large T antigen – SV40 large T antigen inhibitors, biochemical (AID 1903). hit rate 0.39% among 310,000. inhibition, % at 20 µM; hits with a dose series show IC50 in µM. SV40 large T antigen ATPase/helicase inhibition assay; higher % means a stronger effect; in the data active = a potency from the dose series; inconclusive = inhibition mostly from about 32% at the one dose, without a potency; inactive = the rest, 99 in 100 with inhibition below about 32%; note: strong numbers were not always called active
WT yeast gro inh – growth inhibition of WT strain, primary screen, mitochondrial fusion inhibitor project, WT and mutant strains, chemical genetic; inhibition, % at 10 µM; hit rate 2.1% among 190,000; mitochondrial fusion phenotypic screen; in the data active = inhibition above about 58%; tested in S. cerevisiae
CSM14.1 death rescue – rescue of cells from ER stress-induced death, primary screen, 384-well, CSM14.1, thapsigargin, ATP luminescence (AID 1222); one-dose cellular ATP content (survival), % at 20 µM; EC50 in µM for titrated hits; 190,000 tested, under 10 active; CSM14.1 thapsigargin-induced death rescue, ATP luminescence; higher % means a stronger effect;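 active = EC50 below 50 µM in the dose-response confirmation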;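 note: death triggered by thapsigargin at about 15 µM added after 2 h compound pretreatment; cell ATP read after overnight thapsigargin exposure of roughly 18 to 22 hours; normalized against plate controls of thapsigargin alone and 5% DMSO vehicle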
West Nile antiviral – West Nile virus antiviral activity, cell-based, CPE readout (AID 1621); West Nile virus-infected cells, CPE inhibition; higher % means a stronger effect; CPE inhibition, % at 10 µM; hits with a dose series show IC50 in µM; hit rate 0.02% among 290,000; in the data active = a potency from the dose series; inconclusive = CPE inhibition mostly from about 3.7% at the one dose, without a potency; inactive = the rest, 99 in 100 with CPE inhibition below about 2.2%; note: strong numbers were not always called active
Dengue-2 NS5 capping – Dengue-2 NS5 methyltransferase inhibitors, primary screen, biochemical, confirmation dose response (AID 588689); Genome polyprotein (Dengue virus type 2 (strain 16681-PDK53)); Dengue-2 NS5 methyltransferase capping enzyme assay, biochemical; higher % means a stronger effect; one-dose inhibition, % at 25 µM; IC50 in µM for titrated hits; hit rate 0.3% among 340,000; in the data active = a potency from the dose series; inconclusive = inhibition above about 29% without an active follow-up result
UTI89 phage lysis – inhibition of K1F phage lysis, E. coli UTI89, bacterial capsule biogenesis inhibitors, alamar blue (AID 488966); E. coli UTI89 K1F phage lysis, alamar blue, 2 h; higher % means a stronger effect; inhibition, % at 100 µM, or IC50 in µM where a hit was titrated; hit rate 0.02% among 340,000;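 active = phage lysis inhibition, versus mean bacterial control, above a set limit; inconclusive = no clear call, values can overlap the other calls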;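 note: capsule biogenesis inhibitors block K1F phage lysis so surviving cells raise fluorescence; higher fluorescence means more inhibition of phage lysis; actives were called in the ten point dose series up to 300 µM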
WT yeast gro inh mutant strain – further read-out of WT yeast gro inh, marked with its call; inhibition, %; mitochondrial fusion phenotypic screen, mutant strain inhibition
Dengue-2 NS5 capping pilot replicate – further read-out of Dengue-2 NS5 capping, marked with its call; inhibition, %; measured here: pilot screen replicate inhibition
* hit, by the source's call; i = inactive; u = inconclusive; x = no result given; [ ] = remark or other dose.

SMILES	Yfh1-depleted yeast	RSV antiviral HEp-2	XIAP displacement	SV40 large T antigen	WT yeast gro inh	WT yeast gro inh mutant strain	CSM14.1 death rescue	West Nile antiviral	Dengue-2 NS5 capping	UTI89 phage lysis	others
Cc1ccc(/C=N/NC(=O)Cn2nc(C)c(Br)c2C)o1	i	-0.4%	-4.7%	4%	2	18	-0.4%	0.1%	-5%	0.1%	Dengue-2 NS5 capping pilot replicate=1.8
CCCNC(=O)c1onc(CSc2ccncc2)c1C(=O)NCCC	i	0.8%	x	9%	x	x	x	-0.5%	7%	0.6%
O=c1ncc(F)c[nH]1	i	-0.4%	x	17%	x	x	x	0.2%	x	x
CSc1ccccc1OCc1cc(C(=O)NCc2csc(C(C)C)n2)no1	x	4.8%	x	9%	x	x	x	-0.2%	-7%	-2.9%
CC(C)c1cccc(C(C)C)c1NC(=O)COC(=O)c1ccc(OCC(=O)Nc2cccc(C(F)(F)F)c2)cc1	i	2.3%	-2.7%	0%	19	6	-0.6%	-0.3%	-8%	0.5%
C(#Cc1ccccc1)Cn1nnc2ccccc21	i	u	-7.5%	5%	7	16	-0.4%	-0.4%	-3%	0.3%
C=CCC(COCc1ccccc1)NS(=O)(=O)c1ccccc1Br (stereo unspecified)	i	-0.2%	x	2%	x	x	x	-1.2%	-6%	0.4%
Cc1ccc(OCc2cc(C(=O)NC(C)Cc3cccc(C)n3)no2)cn1 (stereo unspecified)	x	9.7%	x	0%	x	x	x	-0.1%	-8%	-0.1%
C[C@@H]1NC(=O)c2cc([N+](=O)[O-])cc(I)c2NCC[C@@H](C(N)=O)NC(=O)[C@H](CC(N)=O)NC1=O	i	0.4%	-7.0%	19%	-29	-4	-1.7%	-0.2%	12%	-0.5%
CC(=O)N1CCCc2cc(S(=O)(=O)N3CCCC(C(=O)N4CCN(c5cc(C)ccc5C)CC4)C3)ccc21 (stereo unspecified)	x	-0.1%	x	1%	x	x	x	1.2%	-12%	-0.1%
Cc1cccc(NC(=S)N2CCC(C(N)=O)(N3CCCCC3)CC2)c1C	i	0.4%	-2.7%	10%	-5	-14	0.2%	-0.3%	-11%	0.4%
CCOc1ccc(CCNC(=O)c2cccc3c2C(=O)N(CCOC)C3)cc1OCC	x	0.1%	x	1%	x	x	x	-1.3%	-7%	0.1%
CCCc1cc(CNC(=O)C2CCC(=O)N(Cc3ccccc3F)C2)on1 (stereo unspecified)	x	3.2%	x	25%	x	x	x	-0.5%	-4%	0.1%
Cc1nn(Cc2nc(-c3cccs3)no2)c(C)c1Br	i	-0.2%	-1.6%	10%	9	5	-0.6%	0.0%	-8%	0.8%
Clc1cc2nc3ccccn3c2cc1Cl	i	6.0%	-1.3%	6%	77	84	-2.0%	0.2%	-5%	0.4%
CC(=O)c1cnc2nc(C)nn2c1C	i	0.0%	-4.4%	-9%	24	13	1.6%	0.5%	4%	-0.2%
CC(=O)OC1COC(N2CCc3cc(Br)c([N+](=O)[O-])cc32)C(OC(C)=O)C1OC(C)=O (stereo unspecified)	i	1.8%	5.7%	2%	x	x	-1.2%	0.5%	-7%	0.1%
CCOC(=O)N1CCN(S(=O)(=O)c2c(C)[nH]c(=O)[nH]c2=O)CC1	x	2.2%	-2.0%	12%	6	-19	x	x	-6%	-0.1%
O=C(C[n+]1ccc(-c2ccccc2)cc1)Nc1ccc([N+](=O)[O-])cc1	x	-0.2%	x	1%	x	x	x	-0.2%	3%	2.6%[50 µM]
CN1CCN(CC(=O)Nc2ccc([N+](=O)[O-])cc2Br)CC1	i	-0.6%	-4.1%	8%	16	21	-2.3%	0.3%	-9%	0.6%
COCCN(C(=O)c1ccc(OCC(C)C)cc1)c1c(N)n(Cc2ccccc2)c(=O)[nH]c1=O	x	1.0%	x	11%	x	x	x	x	-1%	-0.2%[50 µM]
COc1ccc([N+](=O)[O-])cc1NC(=O)C(C)OC(=O)C1CC(=O)N(Cc2ccco2)C1 (stereo unspecified)	x	-0.8%	x	13%	x	x	x	x	-6%	0.5%[50 µM]
Cc1ccc(OCc2nc3c4c(ncn3n2)-c2ccccc2CC42CCCC2)cc1	i	11%	-13%	16%	-5	2	-1.7%	-1.0%	-8%	2.5%[50 µM]
COc1ccc(C2Nc3ccccc3C(=O)N2NS(C)(=O)=O)cc1 (stereo unspecified)	i	-1.2%	-4.4%	3%	1	-3	-5.8%	0.1%	1%	-0.5%
COc1ccc(NC(=O)CSCC(=O)Nc2nnc(C3CC3)s2)cc1	x	1.6%	x	8%	x	x	x	x	1%	1.4%[50 µM]
CCOC(=O)CCc1c(C)nc(SCc2ccc(C(=O)O)cc2)c(C#N)c1C	x	1.9%	x	27%	x	x	x	0.2%	-6%	0.5%
C#CC(C)(C)NC(=O)c1ccccc1OC	i	2.2%	-0.8%	4%	-6	4	0.6%	-0.1%	-9%	1.2%
CC(C)(C)NC(=O)C(c1c[nH]c2ccccc12)N(C(=O)Cn1nnc(-c2ccc(F)cc2)n1)c1cccc(O)c1 (stereo unspecified)	i	u	-13%	7%	-12	5	-0.6%	-1.4%	-8%	0.2%
O=C(CN(C(=O)CNC(=O)c1cccs1)c1ccc(F)cc1)NC1CCCCC1	x	0.3%	x	22%	x	x	x	-1.0%	2%	0.4%
COc1cc(S(=O)(=O)Nc2cccc3cn[nH]c23)c(OC)cc1Cl	x	0.5%	x	8%	x	x	x	-0.7%	-4%	-0.1%
COc1ccccc1N=c1oc2cc(O)ccc2cc1C(=O)NCC1CCCO1 (stereo unspecified)	i	4.0%	-1.7%	30%	16	12	-0.9%	u	-8%	-0.1%
O=C(OCC(=O)N1CCN(S(=O)(=O)c2ccc(Cl)cc2)CC1)c1ccc([N+](=O)[O-])o1	i	-1.5%	-2.5%	6%	21	11	0.8%	0.2%	x	i
Cc1oc2c(c1C(=O)c1ccccc1)C(=O)C(=O)c1ccccc1-2	35µM*	-2.1%	4.4%	-9%	84	90	-3.1%	-0.9%	48µM*	4.3%
COc1ccccc1N1CCN(c2nc3ccccn3c(=O)c2C=O)CC1	i	3.7%	-14%	5%	-3	-6	-1.3%	0.4%	-6%	1.4%
COc1ccc(CCNC(=O)CSc2nnnn2C)cc1OC	i	0.6%	1.6%	16%	14	6	0.8%	-0.7%	-7%	0.5%
Cc1ccc(NC(=S)N2CCc3[nH]c4ccccc4c3C2)cc1	i	17%	x	14%	x	x	x	0.3%	9%	-1.2%
Cc1ccc(NC(=O)CSc2nsc(SCC(=O)Nc3ccc(C)cc3C)c2C#N)c(C)c1	i	0.9%	-3.2%	-5%	12	5	2.6%	-0.2%	1%	0.6%
CC(Nc1nc(N2CCN(S(C)(=O)=O)CC2)nc2ccccc12)c1ccccc1 (stereo unspecified)	i	3.2%	-2.5%	11%	3	5	3.0%	-0.8%	5%	0.1%
O=C(CSc1ncc(C(=O)O)n1-c1ccc(F)cc1)NCc1ccc2c(c1)OCO2	i	0.6%	-5.2%	10%	-12	8	-0.2%	0.4%	-1%	0.5%
CCOC(=O)C1(CC/C(C)=N\NC(N)=O)CC(C)(C)OC1=O (stereo unspecified)	i	1.6%	1.5%	5%	6	10	-3.3%	2.0%	0%	0.0%
COC(=O)c1cc(OC)c(OC)cc1NC(=S)Nc1cc(Cl)ccc1OC	i	1.7%	-3.8%	2%	9	4	-2.9%	0.5%	2%	-0.4%[50 µM]
O=C(CSc1nnc(CNC(=O)c2c(F)cccc2Cl)o1)Nc1ccc2c(c1)OCO2	i	-0.6%	-4.4%	13%	1	-1	x	0.1%	-2%	0.2%
COc1ccc(NC(=O)CCCn2c(=O)oc3ccccc32)cc1Cl	i	6.6%	-4.5%	6%	-15	-9	-3.2%	0.0%	0%	0.0%
Cc1ncc(CN2CCCC(CCC(=O)NCc3ccc(F)c(F)c3)C2)s1 (stereo unspecified)	i	-1.9%	-4.3%	27%	-9	-2	-0.4%	0.3%	-4%	0.5%
CCC(=O)N1CCc2cc(S(=O)(=O)NCCCOC)ccc21	i	0.5%	-6.8%	0%	7	0	2.0%	0.0%	5%	0.3%

Compounds from the list above that have a nitro group on carbon, in the order listed:
SMILES	Yfh1-depleted yeast	RSV antiviral HEp-2	XIAP displacement	SV40 large T antigen	WT yeast gro inh	WT yeast gro inh mutant strain	CSM14.1 death rescue	West Nile antiviral	Dengue-2 NS5 capping	UTI89 phage lysis	others
C[C@@H]1NC(=O)c2cc([N+](=O)[O-])cc(I)c2NCC[C@@H](C(N)=O)NC(=O)[C@H](CC(N)=O)NC1=O	i	0.4%	-7.0%	19%	-29	-4	-1.7%	-0.2%	12%	-0.5%
CC(=O)OC1COC(N2CCc3cc(Br)c([N+](=O)[O-])cc32)C(OC(C)=O)C1OC(C)=O (stereo unspecified)	i	1.8%	5.7%	2%	x	x	-1.2%	0.5%	-7%	0.1%
O=C(C[n+]1ccc(-c2ccccc2)cc1)Nc1ccc([N+](=O)[O-])cc1	x	-0.2%	x	1%	x	x	x	-0.2%	3%	2.6%[50 µM]
CN1CCN(CC(=O)Nc2ccc([N+](=O)[O-])cc2Br)CC1	i	-0.6%	-4.1%	8%	16	21	-2.3%	0.3%	-9%	0.6%
COc1ccc([N+](=O)[O-])cc1NC(=O)C(C)OC(=O)C1CC(=O)N(Cc2ccco2)C1 (stereo unspecified)	x	-0.8%	x	13%	x	x	x	x	-6%	0.5%[50 µM]
O=C(OCC(=O)N1CCN(S(=O)(=O)c2ccc(Cl)cc2)CC1)c1ccc([N+](=O)[O-])o1	i	-1.5%	-2.5%	6%	21	11	0.8%	0.2%	x	i

Compounds as they come (roughly 2.2% active in at least one column).
